SKN-1 block = blocks SKN-1 activity in C. elegans. inhibition, % at 21.8 µM. actives 0.49% (n = 360,000). C. elegans VP596 Pgst-4::GFP/RFP ratio, acrylamide-induced, 24 h;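 active means interference check ratio from 0.5 to 1.5 plus GFP to RFP signal ratio inhibition reaching or exceeding a fixed threshold, cut at about 30% in these data, passing the limit was not always enough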; further: some compounds called inactive have numbers as strong as hits
MsrA inh = inhibits bovine methionine sulfoxide reductase A; purified bovine MsrA, absorbance read-out; inhibition, % at 15.5 µM; actives 0.75% (n = 360,000); AID 651718; in the data active means inhibition above about 4.5%;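 further: 0% = vehicle wells with enzyme and 100% = reference inhibitor wells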
MT1-MMP act inh = MT1-MMP (human) activation inhibition; P50281; HT1080 RFP-PRO-GFP cells, GFP/RFP ratio fluorescence, overnight; percent of plate control window, DMSO zero; GFP/RFP ratio change, % at 20 µM; actives 0.061% (n = 360,000); AID 651647;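 active means GFP/RFP ratio change of at least 30% with cell ATP level not reduced by more than half and red fluorescence within 50% of control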; further: strong numbers were not always called active
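Test system: HT1080 RFP-PRO-GFP cells; Benchmarks: DMSO and RFP-L50D-GFP cell wells; Timing: cells overnight before dosing, compound overnight, 37 °C, 5% CO2; Compound: one 20 µM compound dose with 1% DMSO; Read-out: GFP/RFP fluorescence ratio.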
eLon inh = E. coli protease La inhibition; actives 0.42% (n = 360,000); P0A9M0; inhibition, % at 7.94 µM; AID 602123; purified E. coli Lon protease, fluorescence polarization; in the data active means inhibition above about 13%, passing the limit was not always enough;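 further: 0% = enzyme with probe and DMSO and 100% = no enzyme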
FAS TE block = inhibitors of human fatty acid synthase thioesterase domain | P49327 | recombinant FAS-TE, OMFH fluorogenic substrate, fluorescence endpoint | inhibition, % at 15 µM | actives 0.67% (n = 360,000) | AID 602261;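 active means compounds whose normalised, plate-corrected inhibition of enzyme fluorescence in the single-dose primary screen is 50% or more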;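 further: 0% = DMSO with enzyme and 100% = substrate without enzyme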
NRP1-CendR mod = modulators of CendR peptide binding to human neuropilin-1; O14786; FAM-RPARPAR peptide binding to NRP-1, fluorescence polarization; inhibition, % at 25 µM; actives 0.85% (n = 360,000); AID 602438;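 active means inhibition or corrected inhibition above about 18%, plus a signal ratio from 0.5 to 1.5, limit read from the data, passing the limit was not always enough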; further: strong numbers were not always called active
MsrA act = activators of bovine methionine sulfoxide reductase A; activation, % at 10.6 µM; purified bovine MsrA, absorbance read-out; actives 0.3% (n = 360,000); in the data active means activation above about 7.5%;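 further: 0% = vehicle and 100% = reference activator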
Rin1 Abl inh = inhibitors of human Rin1-Abl protein interaction; P00519+Q13671; TR-FRET Rin1/Abl binding, biochemical; inhibition, % at 7.35 µM; actives 0.4% (n = 360,000); in the data active means inhibition above about 5%, passing the limit was not always enough
Neddylation inh = cullin neddylation inhibition | calls only at 25 µM | TR-FRET cullin neddylation, biochemical | AID 651699 | actives 0.58% (n = 360,000); in the data active means inhibition above about 36%
Target sequence (P61081 whole entry, looked up): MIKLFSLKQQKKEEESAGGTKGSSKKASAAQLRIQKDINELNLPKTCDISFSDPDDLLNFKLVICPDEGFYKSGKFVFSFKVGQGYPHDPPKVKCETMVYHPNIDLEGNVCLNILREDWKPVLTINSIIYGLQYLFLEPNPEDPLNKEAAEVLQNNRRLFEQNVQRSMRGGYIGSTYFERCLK
Target sequence (Q13564 whole entry, looked up): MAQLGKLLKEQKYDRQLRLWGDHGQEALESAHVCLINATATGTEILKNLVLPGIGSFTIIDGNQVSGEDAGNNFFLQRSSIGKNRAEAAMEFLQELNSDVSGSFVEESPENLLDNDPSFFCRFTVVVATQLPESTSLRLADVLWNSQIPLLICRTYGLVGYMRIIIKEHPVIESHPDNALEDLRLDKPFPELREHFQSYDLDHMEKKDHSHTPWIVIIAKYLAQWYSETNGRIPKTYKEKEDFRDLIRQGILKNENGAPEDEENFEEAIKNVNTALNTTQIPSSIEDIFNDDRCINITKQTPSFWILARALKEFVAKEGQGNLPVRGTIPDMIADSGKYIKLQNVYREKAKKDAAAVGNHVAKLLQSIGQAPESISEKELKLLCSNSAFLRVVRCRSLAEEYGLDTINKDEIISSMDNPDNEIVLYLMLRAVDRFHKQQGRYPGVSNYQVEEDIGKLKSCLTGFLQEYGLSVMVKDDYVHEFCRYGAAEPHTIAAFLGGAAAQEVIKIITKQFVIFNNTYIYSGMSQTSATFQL
The depositor's hits bear a star; i = inactive; . = no result given.

structure,SKN-1 block,MsrA inh,MT1-MMP act inh,eLon inh,FAS TE block,NRP1-CendR mod,MsrA act,Rin1 Abl inh,Neddylation inh
CN(C(=O)CN1C(=O)S/C(=C\c2ccccc2F)C1=O)C1CCS(=O)(=O)C1 (stereo not drawn),18,0.7,-3,2,0,7,-3,-3,i
COc1ccc(OCC(=O)N2CC3(C)CC2CC(C)(C)C3)cc1 (stereo not drawn),2,0.0,2,1,-2,-20,-1,-2,i
Cc1cc(C(=O)Nc2ccccc2C(=O)O)c(C)o1,22,-0.4,-1,-7,-3,4,-4,2,i
COCCCN(CC(=O)O)S(=O)(=O)c1cccc(Cl)c1,8,-0.2,-3,-3,-3,8,-2,0,i
CCC(C)(C)NC(=O)C(c1ccccn1)N(C(=O)c1csnn1)c1ccc(C)cc1 (stereo not drawn),4,-1.4,-2,-3,-3,8,-3,4,i
O=C(COC(=O)c1nc(-c2ccccc2)n(-c2cccc(C(F)(F)F)c2)n1)NCc1cccs1,10,0.2,-1,-1,11,1,-6,2,i
CC(C)C[C@H]1CN(CCCC[C@H]2CNC(=O)C(=O)N2CCc2ccc(O)cc2)C(=O)C(=O)N1Cc1ccccc1,-1,0.2,0,9,-7,-9,-3,.,i
C#CCNC(=O)C1=C[C@@H](C)C[C@@H](OCc2ccc(CO)cc2)O1,5,-1.1,-2,3,-12,4,2,1,i
CN(CCOc1ccc(Cl)cc1)C(=O)CN1C(=O)NC2(CCCCC2)C1=O,3,0.8,7,-6,-4,6,-3,-1,i
CCOc1ccc(NC(=O)CN2CCc3cc4c(cc3C2)OCCCO4)cc1OCC,-6,-0.3,5,-3,-10,-3,-3,0,i
COc1ccc(C)cc1NC(=O)c1cccc(C(=O)Nc2cc(C)ccc2OC)n1,24,-0.2,0,-3,20,15,-2,-2,i
COCCN1C(=O)CCC1(C)c1nnnn1-c1ccc2c(c1)OCCO2 (stereo not drawn),8,-0.4,5,-3,-20,0,0,.,i
COC(=O)CC1=NN(c2ccccc2)C(=O)C1,12,-0.6,4,3,-2,0,-3,1,i
CCC(C)NC(=O)CCn1c(=O)c2cccn2c2ccc(F)cc21 (stereo not drawn),24,0.1,2,9,4,11,0,0,i
CC(C)(C)SCCNS(=O)(=O)c1ccccc1,12,-0.3,6,-6,-8,7,-7,4,i
COC(=O)C[C@H]1C=C[C@H](NC(=O)Nc2ccccc2OC)[C@@H](CO)O1,1,0.2,1,.,.,-9,.,.,i
Cc1cc(Cl)c(S(=O)(=O)NCC2CCCO2)cc1OCC(=O)NC1CCCCC1 (stereo not drawn),14,-0.1,6,2,-4,5,-1,1,i
CC1(Oc2cccnc2Cl)CCN(Cc2ccc(OC(F)(F)F)cc2)C1 (stereo not drawn),25,0.7,0,6,14,1,1,-3,i
O=C(CC1SCCNC1=O)Nc1ccc(Cl)cc1 (stereo not drawn),4,-0.4,1,-1,-3,1,0,12*,i
CCOC(=O)c1sc(NC(=O)Cc2ccccc2OC)nc1C,-21,-1.2,-1,2,1,-11,-6,-1,i
Cc1ccc(C(=O)NC(C)C2CCCO2)o1 (stereo not drawn),-5,0.2,-3,-15,-4,15,-2,1,i
O=C(c1ccc(NS(=O)(=O)c2ccc(F)cc2)cc1)N1CCCCCC1,9,1.2,2,-9,-6,-6,-4,1,i
OC[C@@H]1CN(CCN2CCOCC2)C[C@H](n2cnc3c(NC4CCC4)ncnc32)O1,-7,1.0,2,-4,-3,-2,-2,4,i
Cn1c(=NC(=O)C2CCCCC2)sc2cc([N+](=O)[O-])ccc21,1,0.0,1,0,6,11,-3,-1,i

4 of the compounds above, with two lines to a compound:
Sequence of screens – SKN-1 block	MsrA inh	MT1-MMP act inh	eLon inh	FAS TE block	NRP1-CendR mod	MsrA act	Rin1 Abl inh	Neddylation inh
COc1ccc(C)cc1NC(=O)c1cccc(C(=O)Nc2cc(C)ccc2OC)n1
  24	-0.2	0	-3	20	15	-2	-2	i
C#CCNC(=O)C1=C[C@@H](C)C[C@@H](OCc2ccc(CO)cc2)O1
  5	-1.1	-2	3	-12	4	2	1	i
COC(=O)C[C@H]1C=C[C@H](NC(=O)Nc2ccccc2OC)[C@@H](CO)O1
  1	0.2	1	.	.	-9	.	.	i
Cc1cc(C(=O)Nc2ccccc2C(=O)O)c(C)o1
  22	-0.4	-1	-7	-3	4	-4	2	i

Next section.
structure,SKN-1 block,MsrA inh,MT1-MMP act inh,eLon inh,FAS TE block,NRP1-CendR mod,MsrA act,Rin1 Abl inh,Neddylation inh
CSc1nc(C)cc(Oc2ccc(=O)[nH]n2)n1,6,1.0,-1,-6,-4,3,-5,1,i
COc1ccc(-n2c(SCC(=O)Nc3cc(C)on3)nc3c(c2=O)SC(C)C3)cc1 (stereo not drawn),17,2.4,3,11,-2,-4,-9,2,i
CC(C)C(=O)N1CCC(n2nccc2NC(=O)CCc2ccccc2)CC1,-9,-1.1,4,-3,-6,5,-13,0,i
COc1ccc(NC(=O)CNC(=O)Cc2ccccc2)cc1OC,3,-0.4,4,-11,-5,13,-1,3,i
Cc1ccc(NC(=O)CS(=O)CC(=O)N2CCN(C3CCCC3)CC2)cc1 (stereo not drawn),14,-0.3,1,2,0,2,-2,1,i
COc1ccc(-c2cnn3c(N)c(S(=O)(=O)C(C)(C)C)cnc23)cc1,5,-1.1,-15,-1,12,-4,-3,2,i
O=c1c2ccccc2oc2cc(C#Cc3ccccn3)ccc12,20,0.8,1,-5,1,3,-5,-4,i
CC(C)(C)c1ccc(C(=O)Nn2cnnc2)cc1,22,0.4,2,-7,-2,-3,0,-3,i
Nc1nc(NC(=O)c2ccco2)nn1-c1ccccc1,15,-0.4,-1,-5,-14,-5,-8,1,i
COC(=O)C1=CCCCC(O)=C1C(=O)OC,-15,0.9,-7,4,-10,-6,-13,2,i
CSc1ccccc1C(=O)C1CCCN(C(=O)c2cccc(Cn3cccn3)c2)C1 (stereo not drawn),11,0.5,1,16,0,18,-1,-3,i
CCN(c1ccc(NC(=O)c2ccc(Cl)nc2)cc1)C(C)C,8,-0.7,3,-11,-5,11,-2,-2,i
C[C@H]1CN([C@@H](C)CO)C(=O)CCCn2nncc2CO[C@H]1CN(C)S(=O)(=O)c1ccc(Oc2ccccc2)cc1,2,1.1,6,-6,-6,4,-3,1,i
CS(=O)(=O)NCCCNc1ccc(C(F)(F)F)cc1[N+](=O)[O-],-13,1.6,4,7,-5,1,-7,-3,i
O=C(c1ccc(S(=O)(=O)N2CCCCC2)cc1)N1CCCC(C(F)(F)F)C1 (stereo not drawn),12,-1.1,2,17,5,-2,-2,-1,i
COCCN1C[C@@H](CO)O[C@@H](n2cnc3c(NC4CC4)ncnc32)C1,6,-1.8,4,6,-2,-5,0,1,i
O=C(NCc1ccc2c(c1)OCO2)c1ccc(Br)s1,5,0.7,1,-7,8,8,-2,-1,i
CCC1(C)CC(CCNS(=O)(=O)c2ccc(C)cc2)(c2ccc(C)cc2)CCO1 (stereo not drawn),-1,-0.2,-8,-3,18,18,1,0,i
O=C(Nc1nccs1)c1cccnc1,-13,-0.3,-5,-14,-4,1,-3,0,i
O=C(NCc1ccccc1)c1csc2c1CCCC2,4,-0.3,1,2,-6,-12,-2,1,i
O=C(CN1CCN(CC(=O)Nc2ccccc2Cl)CC1)NCC1(N2CCCCC2)CCCCC1,-1,0.0,-1,-10,-5,11,4,0,i
Cc1nc2nc(SCC(=O)c3ccccc3)[nH]c2cc1Br,-3,0.0,-1,0,-5,3,2,0,i
Cn1ncc(N=Cc2ccccc2O)c1C(=O)N1CCOCC1,6,-0.9,-5,-1,-7,-2,0,-2,i
CC(=O)c1ccc(NC(=S)Nc2ccc(N3CCOCC3)cc2)cc1,-9,0.9,4,0,-4,6,-1,-3,i
Cc1cccc(CN(C)C[C@H]2OCc3cnnn3CCCC(=O)N([C@H](C)CO)C[C@@H]2C)c1,3,0.2,-1,0,-11,-13,-4,0,i
CCNC(=O)C1(C)CCN(C(=O)c2ccc(C#N)cc2)C1 (stereo not drawn),8,-0.6,1,-9,-8,5,-2,1,i
COn1c(-c2ccc(Cl)cc2Cl)nc2ncccc21,12,1.9,-5,2,-2,-8,-2,1,i
CCCCN(C)CCCNC(=O)c1ccc2c(c1)N(CC)C(=O)c1ccccc1S2=O (stereo not drawn),8,-0.4,-6,-5,-4,4,-2,2,i
CC(C)(C)N(NC(=O)OCc1ccccc1)C(=O)c1ccccc1Cl,17,-1.3,-3,1,-8,-5,-2,-4,i
Cn1c(-c2sc(=S)n(-c3ccccc3)c2N)nc2ccccc21,3,0.1,-3,-5,5,-15,-1,4,i
COC(=O)CC1C(=O)NCCN1C(=O)CSc1nc2ccccc2c(=O)n1CC(C)C (stereo not drawn),16,0.0,2,-3,-3,-4,-3,1,i
CC1(NC(=O)Cn2cc(C(F)(F)F)ccc2=O)CCS(=O)(=O)C1 (stereo not drawn),1,-0.1,9,-6,-6,-6,-4,3,i
O=C(O)c1cc(N/N=C2/CC(c3ccccc3)Oc3ccccc32)ccc1Cl (stereo not drawn),12,1.4,-1,-6,7,-41,-5,-3,i
O=C(NCCc1csc(-c2ccccc2)n1)c1c(F)cccc1F,-14,0.8,3,3,0,3,-1,-4,i
Cc1ccc(CSc2nc3ccccc3c(=O)n2CCCC(=O)NCc2ccco2)cc1,1,-1.0,-2,-7,3,2,-6,-3,i
Cc1ccc(OCCCC(=O)Nc2nccs2)cc1,-3,-1.5,-3,0,-8,-31,-4,-3,i
Cc1cc(=O)oc2c3c(cc(OCC(=O)N[C@@H](CC(C)C)C(=O)O)c12)OC(C)(C)CC3,8,0.0,-5,-7,-11,6,0,0,.
O=C(/C=C/c1ccccc1)NC(=S)NNC(=O)c1cnccn1,18,1.2,15,9,-6,3,-7,-2,i
COCCn1c(SCC(=O)c2ccc(F)cc2)nnc1C(C)C,5,-0.3,-18,-1,-2,24*,-2,1,i
CC(C)OC(=O)CC(=O)CSc1nc2c(cc1C#N)CCCCC2,17,0.1,0,0,7,-6,-1,-5,.
COC(=O)[C@]12CCCCC=C1N(CCC1=CCCCC1)C(=O)[C@H](CC(=O)NCCCN1CCCC1=O)C2,11,-0.9,2,8,-8,-11,-1,.,i
O=C(NC1CCCC1)C1CCC(=O)N1C1CCCCC1 (stereo not drawn),-5,0.9,0,1,-3,2,-2,3,i
Cc1cc(NC(=O)COC(=O)CCCOc2ccc(Cl)cc2C)no1,11,0.4,-1,3,2,4,-11,3,i
COc1ccc(N2C(=O)C(CC(N)=O)N(NC(=O)CCc3ccccc3)C2=O)cc1 (stereo not drawn),6,-0.9,-3,-5,-5,10,-1,0,i
Clc1cccc(OCCCn2ccnc2)c1,7,-0.5,3,-19,-7,16,0,0,i
O=C(N/N=C/c1ccc(O)c2ccccc12)c1cccnc1,-11,2.1,-2,-18,-4,-9,-4,-3,i
CC(C)N(C(=O)c1ccc2nc(-c3ccccc3)c(-c3ccccc3)nc2c1)C(C)C,-7,1.2,-8,-2,28,-22,-6,1,i
O=C(Nc1ccc(F)cc1)C(c1cccc(F)c1)N1CCN(Cc2c(F)cccc2Cl)CC1 (stereo not drawn),-1,-1.0,-7,.,.,-5,.,.,i
O=S(=O)(c1ccc2c(c1)CCN2)N1CCOCC1,-6,0.4,-1,1,-12,-1,-2,3,i
NC(=O)CN1N=C(c2cc(Cl)sc2Cl)CSC1=O,-9,-0.6,1,-7,-5,-2,-4,3,i

Bioassay records from PubChem.
